Screening results (PubChem)
SR-BI DiI inh – inhibitors of SR-BI mediated HDL lipid uptake, primary screen, ldlA[mSR-BI] cells, fluorescence, single point. ldlA[mSR-BI] CHO cells, DiI-HDL uptake fluorescence, 3 h. hit rate 0.96% among 320,000. inhibition, % at 12.5 µM;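 active means mean replicate inhibition of at least 70% and a set share of replicates each scoring 70 or more; inconclusive means meets just one of the two criteria; inactive means fails both criteria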;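 further: 0% = median of neutral control wells and 100% = median of positive control wells; values of inactives mirror those of a sister screen read the other way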
LANA DNA inh – inhibitors of KSHV C-LANA binding to DNA, primary screen, biochemical, fluorescence polarization, FAM-LBS DNA, MBP-C-LANA, single point; Kaposi's sarcoma herpesvirus LANA C-terminal domain (residues 932-1162) DNA binding; inhibition, % at 9 µM; hit rate 0.078% among 340,000; AID 504423, 2011;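 active means highest replicate inhibition at or above 60% at 9 µM, even if other replicates fall short; inactive means all replicates below 60% inhibition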;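 further: 0% = neutral control wells and 100% = 4 µM acridine orange control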
PKA-R2B activ – activators of PKA-R2B holoenzyme, primary screen, biochemical, fluorescence polarization, Cy5-IP20, human | cAMP-dependent protein kinase catalytic subunit beta (Homo sapiens) + cAMP-dependent … | PKA-R2B holoenzyme dissociation; R2B truncated from residue 108, S112A mutant; 0% DMSO only, 100% 113 µM cGMP | activation, % at 11.4 µM | hit rate 0.079% among 340,000 | AID 504700, 2011;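 active means activation above a cutoff set at the mean over all compounds plus 3 SD, cut at about 18% in these data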;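 further: higher means more holoenzyme dissociation and a rise in polarization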
Keap1 Nrf2 FP – Keap1-Nrf2 protein-protein interaction inhibitors, primary screen, biochemical, fluorescence polarization, single point | Kelch-like ECH-associated protein 1 (Homo sapiens), Q14145 | Keap1 Kelch-Nrf2 peptide fluorescence polarization, 1536-well | inhibition, % at 9.4 µM | hit rate 0.15% among 340,000; in the data active means inhibition above about 12%; inconclusive means no clear call, values can overlap the other calls; inactive means below about 7.3%;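 further: human Keap1 Kelch domain with fluorescein labeled Nrf2 9mer peptide probe; 0% = neutral control wells and 100% = peptide positive control; higher means more block of Keap1 binding to Nrf2 peptide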
Cardiac RTF inh – cardiac RTF calcium sensitivity inhibitors, primary screen, biochemical, IANBD-TnC fluorescence, EC70 calcium; Troponin I, cardiac muscle (Homo sapiens) + Troponin T, cardiac muscle (Homo sapiens) + …; IANBD-labeled cardiac RTF, Ca2+ fluorescence; inhibition, % at 7.15 µM; hit rate 0.12% among 340,000; AID 493244, 2011;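 active means inhibition above the mean inhibition of all tested compounds plus 3 SD, cut at about 17% in these data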;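 further: assay run at fixed EC70 calcium of 1.6 mM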
PvdQ acylase – P. aeruginosa PvdQ acylase inhibitors, primary screen, biochemical, fluorescence, plate reader and imaging, single point; PvdQ acylase [Pseudomonas aeruginosa LESB58]; purified PvdQ acylase; inhibition, % at 10 µM; hit rate 0.063% among 340,000; in the data active means inhibition above about 30%, passing the limit was not always enough; inconclusive means no clear call, values can overlap the other calls;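 further: 0% = vehicle neutral wells and 100% = reference inhibitor wells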
Arrestin-AP2 inh – inhibitors of beta-arrestin/AP2 binding, primary screen, biochemical, GPCR trafficking, flow cytometry | inhibition, % at 10 µM | FITC-arrestin peptide / GST-AP2 beads; AP2 beta2 appendage carries R879A mutation | hit rate 0.31% among 340,000 | beta-arrestin 1 C-terminal peptide binding to AP2 beta2-adaptin appendage (human);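 active means inhibition above a set limit, near 3 SD of compounds lacking own fluorescence, cut at about 54% in these data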;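 further: plate controls were DMSO wells for no effect and 5 µM unlabelled arrestin peptide for full effect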
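Material – AP2 appendage R879A on GSH beads · Buffer or medium – PBS with 0.05% Tween 20 and 0.1% BSA · Probe or stimulus – fluorescein-tagged arrestin peptide at 50 nM final · Incubation – compound with beads 12 min RT, then probe 1 h RT · Detection – high-throughput flow cytometry of beads, ex 488, em 535 nm · Evaluation – percent response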
NSD2 HMT inh – NSD2 histone methyltransferase inhibitors, primary screen, biochemical, AlphaScreen, single concentration, set 2; Histone-lysine N-methyltransferase NSD2 (Homo sapiens), O96028; NSD2 peptide methylation, 120 min; inhibition, % at 12.5 µM; hit rate 0.54% among 310,000; AID 743445, 2014; in the data active means inhibition above about 50%
Target sequence (O96028 whole entry, looked up): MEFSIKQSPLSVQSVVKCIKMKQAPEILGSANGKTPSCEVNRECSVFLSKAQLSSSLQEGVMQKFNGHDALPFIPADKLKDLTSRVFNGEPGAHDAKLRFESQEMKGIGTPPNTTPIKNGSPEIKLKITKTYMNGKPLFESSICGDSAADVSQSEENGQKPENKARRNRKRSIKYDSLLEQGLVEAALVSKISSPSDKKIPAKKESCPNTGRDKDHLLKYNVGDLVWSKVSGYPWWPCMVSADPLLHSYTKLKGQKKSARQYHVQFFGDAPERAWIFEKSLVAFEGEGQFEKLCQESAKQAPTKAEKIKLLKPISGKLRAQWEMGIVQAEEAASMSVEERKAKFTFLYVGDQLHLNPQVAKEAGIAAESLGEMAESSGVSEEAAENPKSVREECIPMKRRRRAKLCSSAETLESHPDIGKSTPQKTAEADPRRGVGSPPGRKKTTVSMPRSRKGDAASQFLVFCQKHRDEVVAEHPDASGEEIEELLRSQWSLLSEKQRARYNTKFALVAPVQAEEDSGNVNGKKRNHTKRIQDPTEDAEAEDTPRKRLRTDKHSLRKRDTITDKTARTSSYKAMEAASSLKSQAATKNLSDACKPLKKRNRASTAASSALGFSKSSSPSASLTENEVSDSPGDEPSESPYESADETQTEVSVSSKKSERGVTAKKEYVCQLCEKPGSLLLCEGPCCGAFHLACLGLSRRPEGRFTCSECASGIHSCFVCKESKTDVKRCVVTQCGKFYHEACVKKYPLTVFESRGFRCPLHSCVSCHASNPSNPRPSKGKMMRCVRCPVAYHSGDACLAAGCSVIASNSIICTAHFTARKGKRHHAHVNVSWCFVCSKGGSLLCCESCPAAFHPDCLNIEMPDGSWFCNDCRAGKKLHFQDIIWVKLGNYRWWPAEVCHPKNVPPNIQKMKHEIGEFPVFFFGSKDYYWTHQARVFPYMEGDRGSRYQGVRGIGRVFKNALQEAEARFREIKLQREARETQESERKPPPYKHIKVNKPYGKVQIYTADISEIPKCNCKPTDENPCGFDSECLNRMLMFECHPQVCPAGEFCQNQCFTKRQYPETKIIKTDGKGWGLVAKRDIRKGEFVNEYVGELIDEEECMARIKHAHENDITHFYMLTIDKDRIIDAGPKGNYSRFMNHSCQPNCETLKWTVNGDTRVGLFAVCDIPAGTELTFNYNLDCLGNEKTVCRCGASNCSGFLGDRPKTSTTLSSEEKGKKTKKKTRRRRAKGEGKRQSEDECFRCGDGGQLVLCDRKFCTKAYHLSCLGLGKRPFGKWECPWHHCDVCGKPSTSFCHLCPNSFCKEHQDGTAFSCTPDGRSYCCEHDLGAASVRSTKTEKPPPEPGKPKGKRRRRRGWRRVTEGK
SR-BI DiI-HDL act – activators of SR-BI mediated DiI-HDL uptake, primary screen, ldlA[mSR-BI] CHO cells, DiI fluorescence; 3 h; 100 = double the neutral-control signal; activation, % at 12.5 µM; hit rate 0.096% among 320,000; AID 504775, 2011;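 active means mean replicate activation of at least 60% and every replicate at or above 60%; inconclusive means mean or all-replicate condition met, but not both; inactive means mean below 60% and not all replicates reaching 60%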;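 further: 0% = median plate neutral-control signal and 100% = twice that signal; values of inactives mirror those of a sister screen read the other way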
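Test system: SR-BI-overexpressing, LDLR-lacking CHO cells; Also added: labelled HDL, 10 µg/mL; Measured by: bottom-read cell fluorescence after medium removal, ex 550/em 595 nm; Timing: 3 h uptake period with compound, 37 °C; Buffer or medium: F12, 0.5% BSA, 25 mM HEPES; Doses: single compound concentration, delivered by pin transfer.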
DAGLB inh – DAGLB lipase inhibitors, primary screen, biochemical, fluorescence, HTS | inhibition, % at 5.17 µM | AID 504411, 2011 | hit rate 0.059% among 340,000 | Diacylglycerol lipase-beta (Homo sapiens), Q8NCG7 | HEK293T DAGLB membrane lysate, EnzChek fluorogenic substrate; in the data active means inhibition above about 34%;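 further: 0% = enzyme with vehicle and 100% = wells lacking enzyme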
Starred values were filed as active, the others as inactive; ? = inconclusive; nt = no result given.

SMILES	SR-BI DiI inh	LANA DNA inh	PKA-R2B activ	Keap1 Nrf2 FP	Cardiac RTF inh	PvdQ acylase	Arrestin-AP2 inh	NSD2 HMT inh	SR-BI DiI-HDL act	DAGLB inh
CC1=CC(C)(C)n2c(O)c(C3=NC(=S)NC3=O)c3cc(OC(=O)c4cccc5ccccc45)cc1c32	14	0.7	0	-1	-9	-6	-4	2	-14	3
Cc1csc(NC(=O)C2CCCN2C(=O)OCC(C)C)n1 (centres undefined)	10	0.7	2	-6	9	-12	-12	-3	-10	-1
CCOC(=O)C1CCCN(C(=O)c2cc(Nc3ccc(OC)cc3OC)nc3ccccc23)C1 (centres undefined)	38	-0.3	-2	-1	2	-15	0	5	-38	1
CCCCNC(=O)[C@]1(C)CCC[C@@]2(C)C3CC[C@@]4(C)C[C@]3(CCC21)CC4=O (some centres undefined)	9	-0.8	2	4	-10	0	-2	nt	-9	-5
O=C(CN(c1ccccc1)S(=O)(=O)c1ccccc1)Nc1ccccc1C(=O)NCc1ccco1	31	1.6	5	-5	-8	-15	4	-1	-31	-4
CS/C(=N\S(=O)(=O)c1cccs1)Nc1cccc(Cl)c1C	-32	1.0	-8	-2	-8	-8	-9	1	32	-3
COc1ccc(-c2cc(-c3nnc(-c4ccncc4)o3)c3ccccc3n2)cc1	-1	-0.9	6	-3	8	-17	14	-3	1	-2
O=C(CSc1n[nH]c(-c2ccncc2)n1)Nc1ccccc1C(F)(F)F	-2	-0.6	-5	0	-17	-4	20	-1	2	1
Cc1cc(C)c2[nH]c(C)c(CN3CCCCCC3)c(=O)c2c1	nt	-9.0	-5	-6	-20	-14	14	4	nt	2
Cc1onc(-c2ccccc2)c1C(=O)N/N=C/C=C/c1ccccc1	-5	-0.8	nt	-2	nt	-8	-6	-1	5	nt
O=C(CSc1nnc(C2CC2)n1-c1ccccc1)NCCN1C(=O)CSC1=O	-19	0.5	-1	-2	7	5	-16	-2	19	-1
CCN(C(=O)COC(=O)/C=C/c1cccc(Cl)c1)c1c(N)n(Cc2ccccc2)c(=O)[nH]c1=O	-4	0.6	8	-6	-8	-13	-2	0	4	4

Profiles as entered above. Order of values: SR-BI DiI inh	LANA DNA inh	PKA-R2B activ	Keap1 Nrf2 FP	Cardiac RTF inh	PvdQ acylase	Arrestin-AP2 inh	NSD2 HMT inh	SR-BI DiI-HDL act	DAGLB inh
Profile of CCN(C(=O)COC(=O)/C=C/c1cccc(Cl)c1)c1c(N)n(Cc2ccccc2)c(=O)[nH]c1=O → -4	0.6	8	-6	-8	-13	-2	0	4	4
Profile of Cc1csc(NC(=O)C2CCCN2C(=O)OCC(C)C)n1 (centres undefined) → 10	0.7	2	-6	9	-12	-12	-3	-10	-1

The listing continues:
SMILES	SR-BI DiI inh	LANA DNA inh	PKA-R2B activ	Keap1 Nrf2 FP	Cardiac RTF inh	PvdQ acylase	Arrestin-AP2 inh	NSD2 HMT inh	SR-BI DiI-HDL act	DAGLB inh
C=CCn1cc(-c2cccc(C(F)(F)F)c2)cc(C#N)c1=O	-12	0.4	-1	-3	12	12	4	-4	12	-2
CN(C)S(=O)(=O)N1CCC(Oc2ccc(C(=O)NC3CCCCC3)cc2)CC1	12	3.0	5	1	0	-1	-24	-4	-12	0
CC(=O)Nc1ccc(N(C(=O)Cc2cccs2)C(C(=O)NC2CCCC2)c2ccncc2)cc1 (centres undefined)	-10	0.7	3	-4	-3	15	0	nt	10	1
C=CCOc1ccccc1CNc1ccc2[nH]c(=O)[nH]c2c1	21	-0.7	-10	-8	0	-10	17	nt	-21	3
COc1ccccc1CNC(=O)CS(=O)Cc1nc(-c2ccccc2C)oc1C (centres undefined)	14	-1.1	2	-7	-5	2	1	nt	-14	1
CC(=O)c1ccc(NC(=S)NC(NC(=O)c2ccco2)C(Cl)(Cl)Cl)cc1 (centres undefined)	-30	-0.8	0	-1	-1	-5	22	0	30	6
CC1CCCN(S(=O)(=O)c2ccc(C(=O)Nc3nnc(-c4ccccc4Cl)o3)cc2)C1 (centres undefined)	-4	-6.3	11	3	5	-1	4	-5	4	-1
COCCNC(=O)CN(Cc1ccccc1)S(=O)(=O)c1ccc2nc(C)sc2c1	3	0.0	-10	1	-4	6	35	-1	-3	-4
Cc1ccc(S(=O)(=O)n2cnc(C)c2)cc1	-6	-0.2	4	-2	-11	5	14	3	6	-3
COc1ccc(S(=O)(=O)N2CCN(C(=O)CCc3c[nH]c4ccccc34)CC2)cc1	3	-0.3	-9	-4	-12	-14	-11	1	-3	0
O=C(O)CCS(=O)(=O)Cc1ccccc1F	-28	0.1	-2	0	-5	-10	2	2	28	-4
COc1ccc([C@@H]2CC(=O)c3c(O)cc(O[C@@H]4OC(CO[C@@H]5OC(C)[C@H](O)[C@H](O)C5O)[C@@H](O)[C@@H](O)C4O)cc3O2)cc1O (some centres undefined)	-18	1.4	-1	1	10	-3	22	nt	18	1
CCOc1cc(S(=O)(=O)n2ccnc2)ccc1Br	1	1.2	8	2	-2	-12	-23	0	-1	0
COC(CNC(=O)c1ccc2c(c1)ncn2-c1ccc(C)cc1C)OC	8	-1.6	-6	-2	-9	-18	-7	-2	-8	-4
O=C(O)c1ccc(CSc2nc3ccc(N4C(=O)C5C6C=CC(C6)C5C4=O)cc3s2)cc1 (centres undefined)	12	-0.2	-3	-4	0	-12	3	-8	-12	0
CCOC(=O)C1=C(N)OC2=C(C(=O)CC(C)(C)C2)C1c1ccccc1OCC#N (centres undefined)	-11	0.8	-7	-1	-8	-4	-4	2	11	4
CCCCC1NC(C(=O)O)CS1 (centres undefined)	-46	2.1	-10	0	12	-5	5	-10	46	-1
COc1ccc(/C=C/C(=O)OCC(=O)NC(C)CCc2ccccc2)cc1OC (centres undefined)	29	-0.7	3	-4	-4	-12	-12	-1	-29	-2
Nc1ncc(-c2ccccc2)c(-c2ccc(O)cc2O)n1	5	-1.9	-3	0	-9	5	21	7	-5	-7
CC1CCc2cc(F)ccc2N1C(=O)c1ccncc1 (centres undefined)	17	-0.6	0	2	3	4	34	-4	-17	-2
CCN(CC)S(=O)(=O)c1ccc(Cl)c(NC(=O)COC(=O)c2ccc(O)cc2)c1	55	0.5	0	5	15	-19	-5	1	-55	-2
CC(Oc1ccc(Cl)cc1Cl)C(=O)Nn1cnnc1 (centres undefined)	-17	-1.5	8	2	-1	-7	-10	0	17	0
CC(=O)NCCc1nc2cc(NS(=O)(=O)c3ccccc3)ccc2n1C	-2	-0.7	0	-4	-16	-11	-1	-2	2	1
CC(C)NC(=O)Nc1cccc2c1O[C@H](CN(C)C(=O)Nc1ccccc1)[C@@H](C)CN([C@H](C)CO)C2=O	44	-2.0	4	-1	1	8	-6	nt	-44	-1
Cc1cccc(C(=O)NC2CCN(C(=O)Nc3ccccc3C)CC2)c1	0	0.7	-1	-4	6	-11	-1	nt	0	0
CCOC(=O)c1ccc(NC(=O)c2ccc(OC(C)C)c(OC)c2)cc1	92*	-0.6	-11	-4	3	-3	-29	-1	-92	-3
O=C(NCc1ccco1)c1ccc(Cl)nc1	16	-1.7	-5	6	4	0	23	nt	-16	-1
COC(=O)c1cc([N+](=O)[O-])ccc1N1CCN(Cc2ccccc2)CC1	37	-0.6	-4	-2	7	7	41	10	-37	-1
CCN1CCN(S(=O)(=O)Cc2ccccc2)CC1	-31	-1.7	8	-2	-6	-8	5	0	31	-3
CCOC(=O)c1sc(NC(=O)C(C)(C)C)cc1C	-6	0.8	-2	0	-6	-13	2	nt	6	-5
COc1ccc(/C=C2/SC(=O)N(CC(O)Cn3c4ccccc4c4ccccc43)C2=O)cc1 (centres undefined)	7	1.1	-3	-5	-20	-8	-7	3	-7	0
CC(C)C[C@H](N)c1nnc(SCc2ccc(Cl)cc2)o1	6	-0.7	8	-2	-2	-12	28	36	-6	-1
Cc1ccc2cn[nH]c2c1NC(N)=S	5	-0.3	-6	-4	-11	-6	8	47	-5	0
Clc1ccc(Nc2nc(NCCN3CCOCC3)nc(N3CCOCC3)n2)cc1	6	-0.6	-8	1	-6	-4	22	nt	-6	-1
CC/C(C)=N/Nc1nc2c(c(=O)[nH]c(=O)n2C)n1CCc1ccccc1	13	-1.0	8	0	-13	-5	13	17	-13	5
CC1(c2ccccc2)NC(=O)N(NC(=O)CSc2n[nH]c(N)n2)C1=O (centres undefined)	-30	0.0	-1	7	-7	0	36	0	30	-1
Nc1nc(SCc2cccc([N+](=O)[O-])c2)n[nH]1	7	0.7	-8	3	-11	-11	-6	7	-7	-1
CN1CCC(OC(c2ccccc2)c2ccccc2)CC1	5	-1.5	-6	-2	-13	-5	8	nt	5	2
CCN(CC)CCCNC(=O)c1ccc(N2CCCCC2)c(NS(=O)(=O)c2ccc(C)cc2)c1	-17	-1.3	-4	0	10	-19	-9	11	17	1
CCc1ccccc1NC(=O)Cn1nnc(C(=O)NCc2cccc(OC)c2)c1N	-4	0.1	1	0	-2	-8	9	-2	4	-3
O=[N+]([O-])c1ccc(NCCCNS(=O)(=O)c2ccccc2)cc1	-2	0.3	-1	-3	-1	-24	-14	4	2	0
Cn1cc(C(=O)Nc2ccc(C#N)cc2)c2ccccc2c1=O	-319	0.1	3	-3	-1	-18	-4	-5	?	2
CCS(=O)(=O)c1ccc2oc(SCC(=O)NC(C)C3CC4CCC3C4)nc2c1 (centres undefined)	8	-3.8	12	-3	-1	12	6	nt	-8	-3
Cc1ccc(F)cc1NC(=O)CSc1nc(Nc2ccccc2)nc(N2CCOCC2)n1	65	-0.3	4	1	5	2	41	-1	-65	-2
Cc1nn(C)c(=S)n1-c1ccc(Cl)cc1	-10	0.6	-6	0	1	-4	5	-2	10	-1
Cc1ccc(C)c(S(=O)(=O)N2CCC(c3nc4c(nnn4Cc4ccc(F)cc4)c(=O)[nH]3)CC2)c1	-12	-6.1	13	3	-6	-14	0	-2	12	2

An unsorted share of the library; 2.1% or so of the library scored in one or more.
